Compound activity as filed in PubChem.
PPARg SRC-2 ag – promotes SRC-2 coactivator recruitment by human PPARgamma; P37231; 200,000 tested, 0.34% active; PPARgamma LBD-SRC-2 recruitment, biochemical; activation, % at 8 µM; in the data active = activation above about 22%;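 also: 0% = vehicle and 100% = reference agonist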
Target sequence (P37231 whole entry, looked up, the tested form may be a part): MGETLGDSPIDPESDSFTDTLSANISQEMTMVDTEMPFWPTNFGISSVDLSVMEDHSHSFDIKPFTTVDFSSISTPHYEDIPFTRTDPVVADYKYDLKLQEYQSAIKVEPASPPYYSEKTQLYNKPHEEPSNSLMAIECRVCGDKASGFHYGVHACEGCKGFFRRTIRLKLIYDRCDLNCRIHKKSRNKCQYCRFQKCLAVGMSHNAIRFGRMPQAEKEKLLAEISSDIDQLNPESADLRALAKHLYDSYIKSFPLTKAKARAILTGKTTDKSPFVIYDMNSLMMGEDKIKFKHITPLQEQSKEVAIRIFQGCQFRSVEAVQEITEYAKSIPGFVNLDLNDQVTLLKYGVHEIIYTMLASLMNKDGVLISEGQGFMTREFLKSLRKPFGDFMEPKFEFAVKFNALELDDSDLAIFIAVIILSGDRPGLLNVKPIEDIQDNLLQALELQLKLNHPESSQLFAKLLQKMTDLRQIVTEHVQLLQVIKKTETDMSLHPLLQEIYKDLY
TNAP act hi DEA – increases human TNAP activity under high phosphate acceptor concentration. 200,000 tested, under 10 active. activation factor at 20 µM. P05186. AID 1136. purified TNAP, CDP-star luminescence, 1 M DEA, 30 min; hits give high values; 0 = EDTA background, 1 = DMSO-only activity;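 active = activation factor at least 2 at 20 µM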
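Measured by: Luminescent substrate turnover signal | Test system: Human TNAP | Input: TNAP 1/800 final | Dosing: 20 µM single point | Schedule: 30 min, room temperature | Controls: EDTA wells as negative control, DMSO wells as positive control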
PPARg SRC-3 ag – promotes SRC-3 coactivator recruitment by human PPARgamma. P37231. biochemical PPARgamma/SRC-3 coactivator recruitment assay. activation, % at 8 µM. 200,000 tested, 0.26% active; in the data active = activation above about 23%;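 also: 0% = DMSO and 100% = reference agonist; some compounds past the cut are filed as inactive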
PPARg SRC1 recr – agonists of human PPARgamma SRC-1 coactivator recruitment; PPARgamma-SRC-1 coactivator recruitment biochemical assay; 200,000 tested, 0.41% active; activation, % at 8 µM; P37231; AID 631; in the data active = activation above about 19%;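 also: 0% = DMSO and 100% = reference agonist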
TNAP inh noacc – blocks human TNAP activity with no phosphate acceptor present; purified TNAP, CDP-star luminescence, 30 min; inhibition, % at 20 µM; 200,000 tested, 0.26% active; AID 1012; P05186;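 active = tissue-nonspecific alkaline phosphatase inhibition above about 50% at 20 µM in the single-dose screen, limit read from the data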;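 also: 0% = DMSO negative control and 100% = EDTA positive control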
TNAP inh hi DEA – TNAP (human) inhibition, high acceptor; P05186; purified TNAP, CDP-star luminescence, 1 M DEA; inhibition, % at 20 µM; 200,000 tested, 0.03% active; AID 1135;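 active = over 50% inhibition of tissue-nonspecific alkaline phosphatase at 20 µM in the single-dose screen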;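 also: plate controls were DMSO wells for no effect and EDTA-quenched wells as full inhibition for full effect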
TR-FRET SRC-2 ct – counter-screen for PPARgamma SRC-2 recruitment agonists: TR-FRET artefact; 200,000 tested, 0.4% active; TR-FRET ratio at 8 µM; AID 1049; hits give high values; in the data active = TR-FRET ratio above about 2000; also: inactives centre near 1500
HMGR II inh – E. faecalis class II HMG-CoA reductase inhibition; inhibition, % at 10 µM; purified E. faecalis HMGR, NADPH absorbance 340 nm kinetic; AID 1066; 190,000 tested, 0.41% active;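 active = inhibition above a set limit, the median over all tested compounds plus 3 SD, cut at about 9.5% in these data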;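 also: enzyme runs in reverse so mevalonate oxidation gives rising NADPH absorbance; 0% = complete reaction with DMSO and 100% = background rate lacking mevalonate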
bIAP act – increases bovine intestinal alkaline phosphatase activity; 200,000 tested, 0.17% active; AID 1016; activation factor at 20 µM; purified bovine IAP, CDP-star luminescence, 30 min; hits give high values; fold of DMSO-control signal, blank-subtracted;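 active = activation factor of 2 or more at 20 µM, a signal rise over negative controls twice the positive control's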
bIAP inhibitor – blocks bovine intestinal alkaline phosphatase activity; purified bovine IAP, CDP-star luminescence, 30 min; inhibition, % at 20 µM; 190,000 tested, under 10 active;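 active = over 50% inhibition of intestinal alkaline phosphatase at 20 µM in the single-dose screen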
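System: purified bovine intestinal alkaline phosphatase (IAP) enzyme; Input: IAP diluted 1/65,000,000 in the well; Measured by: CDP-star luminescence signal; Compound dosing: 20 µM single dose; Incubation: 30 min reaction at room temperature.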
* marks the source's active call; other numbers are inactive results. The order is random (roughly 1.6% active in at least one column).

cpd	SMILES	TNAP inh noacc	bIAP inhibitor	bIAP act	PPARg SRC1 recr	TNAP inh hi DEA
1	COc1ccc(CCN2C(=O)CC(NC34CC5CC(CC(C5)C3)C4)C2=O)cc1OC (centres undefined)	-11	-6	1.1	7	-1
2	Cc1ccc(OCC(=O)O/N=C(\N)c2cccnc2)cc1	-9	5	0.9	1	-2
3	Cc1ccc(C2C(C#N)=C(N)Oc3cc(C)oc(=O)c32)o1 (centres undefined)	2	7	0.9	5	-2
4	O=C(CNC(=O)c1cccc(Br)c1)NCCc1nc2ccccc2[nH]1	-2	5	0.9	0	0
5	CC1CC(C)(C)CC2(C1)NC(=O)N(CC(=O)NCCc1ccc3c(c1)OCCO3)C2=O (centres undefined)	-3	-2	1	-2	5
6	COc1cc2[nH]c(=O)c(C(=O)NCCCN3CCOCC3)c(O)c2cc1OC	-9	3	1	9	-6
7	CCCN1CCC(NC(=S)Nc2ccc(S(N)(=O)=O)cc2)CC1	15	18	0.8	-7	-1
8	COc1cccc(CNC(=O)CCNC(=O)Cn2ccc3ccccc3c2=O)c1	-10	-6	1.1	1	-2
9	Cc1cc(C)nc(SCc2ccc(C(=O)N/N=C/c3ccco3)cc2)n1	-29	-11	1.1	-3	-3
10	CCOC(=O)C1(CC)NC(c2ccco2)C2C(=O)N(CC)C(=O)C21 (centres undefined)	2	24	0.8	2	3
11	Cc1sc(-c2ccncc2)nc1OC(=O)c1ccc(F)cc1F	-18	-7	1.1	7	1
12	CCN(CC)CC(=O)NC12CC3CC(CC(C3)C1)C2	-21	2	1	-5	-6
13	Nc1nc2n(n1)C(c1cccc(Br)c1)CC(c1ccccc1)N2 (centres undefined)	-18	4	1	-2	2
14	CCOc1cc(C(=O)Nc2ccc(S(=O)(=O)N3CCOCC3)cc2)cc(OCC)c1OCC	-10	7	0.9	4	-4
15	COc1ccc(NC(=O)c2cccnc2NCCc2ccccc2)cc1	-12	12	0.9	1	0

cpd	TNAP act hi DEA	PPARg SRC-2 ag	PPARg SRC-3 ag	HMGR II inh	TR-FRET SRC-2 ct
1	1	6	1	-3	1506
2	1	5	1	-1	1860
3	1	5	2	-3	1583
4	1	0	-4	-7	1226
5	1	7	0	3	1654
6	1.1	-9	3	-5	1609
7	1	3	3	-1	1701
8	1	9	3	-7	1558
9	1	2	-1	-7	1424
10	1	0	-1	-11	1726
11	1	4	4	-9	1689
12	1.1	-6	-8	-2	1382
13	1	7	-1	5	1520
14	1	10	0	-1	1635
15	1	0	-2	-6	1559

Next compounds follow:
cpd	SMILES	TNAP inh noacc	bIAP inhibitor	bIAP act	PPARg SRC1 recr	TNAP inh hi DEA
16	Nc1nc2c(s1)CCc1c-2cnn1-c1ccccc1	-2	10	0.9	11	-2
17	COc1ccccc1NC(=S)N(CCCN1CCOCC1)Cc1cn(C)c2ccccc12	-13	16	0.8	-1	2
18	Cc1cc(C)n(-c2nc(SCCN(C)C)c3c4c(sc3n2)CCCC4)n1	-12	-2	1	10	-10
19	CC(C)NC(=O)c1cccc(Br)c1	-14	8	0.9	2	-5
20	Cc1sc2nc(SCC(=O)NCc3ccco3)n(C)c(=O)c2c1C	-13	11	0.9	5	-10
21	CCOC(=O)CC(=O)CSc1nc2ccc(C)cc2cc1C#N	-15	13	0.9	8	-4
22	CC(C)=CC(=O)OCC(=O)Nc1ccccc1Cl	-8	2	1	6	-2
23	N#C/C(=C(/O)COC(=O)CSc1ccc2ccccc2c1)c1nc2ccccc2[nH]1	-111	43	0.6	5	-3
24	CC(C)(C)c1ccc(C(=O)NCc2ccc(Cl)cc2)cc1	-10	-4	1	2	-3
25	COc1ccccc1NC(=O)/C=C/C(=O)O	-13	-7	1.1	12	-5
26	CC(C)Cn1[nH]c2c3c(ccc2c1=O)C(=O)c1ccccc1C3=O	0	-7	1.1	15	6

cpd	TNAP act hi DEA	PPARg SRC-2 ag	PPARg SRC-3 ag	HMGR II inh	TR-FRET SRC-2 ct
16	1	8	16	3	1519
17	1	3	4	-5	1519
18	1.1	4	8	-3	1526
19	1.1	8	9	-4	1647
20	1.1	2	1	2	1694
21	1	12	12	-1	1501
22	1	3	0	-3	1600
23	1	5	6	-11	1590
24	1	-2	-1	-4	1480
25	1.1	1	0	2	1727
26	0.9	20	26*	-7	1610

Excerpt, compounds 18 to 26
cpd	SMILES	TNAP inh noacc	bIAP inhibitor	bIAP act	PPARg SRC1 recr	TNAP inh hi DEA
18	Cc1cc(C)n(-c2nc(SCCN(C)C)c3c4c(sc3n2)CCCC4)n1	-12	-2	1	10	-10
19	CC(C)NC(=O)c1cccc(Br)c1	-14	8	0.9	2	-5
20	Cc1sc2nc(SCC(=O)NCc3ccco3)n(C)c(=O)c2c1C	-13	11	0.9	5	-10
21	CCOC(=O)CC(=O)CSc1nc2ccc(C)cc2cc1C#N	-15	13	0.9	8	-4
22	CC(C)=CC(=O)OCC(=O)Nc1ccccc1Cl	-8	2	1	6	-2
23	N#C/C(=C(/O)COC(=O)CSc1ccc2ccccc2c1)c1nc2ccccc2[nH]1	-111	43	0.6	5	-3
24	CC(C)(C)c1ccc(C(=O)NCc2ccc(Cl)cc2)cc1	-10	-4	1	2	-3
25	COc1ccccc1NC(=O)/C=C/C(=O)O	-13	-7	1.1	12	-5
26	CC(C)Cn1[nH]c2c3c(ccc2c1=O)C(=O)c1ccccc1C3=O	0	-7	1.1	15	6

cpd	TNAP act hi DEA	PPARg SRC-2 ag	PPARg SRC-3 ag	HMGR II inh	TR-FRET SRC-2 ct
18	1.1	4	8	-3	1526
19	1.1	8	9	-4	1647
20	1.1	2	1	2	1694
21	1	12	12	-1	1501
22	1	3	0	-3	1600
23	1	5	6	-11	1590
24	1	-2	-1	-4	1480
25	1.1	1	0	2	1727
26	0.9	20	26*	-7	1610
